# Compound activity from PubChem.
# HTT aggregate = mutant huntingtin aggregation inhibition; PC12 HttQ103-GFP aggregates, Acumen cytometry, 40 h; Potency, µM (highest dose often 46.1 µM), without a hit: at the top dose activity change, negative = inhibition, most hits filed as inhibitors; actives 1.1% (n = 220,000); further: on the % scale 0 is the no-effect control and ±100 the full control effect; nearly all actives have a fitted effect of over 60% in size
#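 Huntingtin Q103 exon 1–GFP aggregates in induced PC12 cells (100 nM tebufenozide) were quantified by cytometry from lysates, with compounds dosed in titration.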
# IMPase Li inh = membrane-permeable IMPase blocker, potentiated with lithium; CHO-M1 cells, IP1 TR-FRET (IP-One), carbachol + lithium; Potency, µM (highest dose often 59.4 µM), for the others: at the highest dose activity, negative = IMPase inhibition, hits mostly inhibitors; actives 0.35% (n = 210,000); AID 1457;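 further: IP1 builds up when IMPase is blocked and the TR-FRET signal falls; plate controls were basal vehicle for no effect and high inhibitor control for full effect; nearly all actives have a fitted effect of over 50% in size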
#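 Concentration–response in CHO-M1 cells, lithium-potentiated; 30 min at 37C. IP1 detected by competitive TR-FRET after 10 min lysis at RT. Hill-fitted AC50.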
# GAA glycogen = GAA glycogen-cleavage inhibition or activation. AID 2100. P10253. recombinant GAA, glycogen substrate, Amplex Red glucose oxidase fluorescence. Potency, µM (series often up to 76.4 µM), for inactives: top-dose activity change, negative = inhibition, usual class: inhibitors. actives 0.38% (n = 300,000);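 further: 0% = full enzyme reaction and -100% = no-enzyme basal signal; the screen sought inhibitors and activators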
#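 Recombinant human enzyme (4 nM); glycogen substrate; 37 C, 40 min, pH 5.0. Readout: coupled glucose oxidase/Amplex Red fluorescence.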
# RGS12 GoLoco inh = blocks human Gai1 binding to RGS12 GoLoco peptide, red readout; AID 880; Potency, µM (doses to about 61.6 µM), inactives show top-dose activity, negative = inhibition, hits mostly inhibitors; P63096; actives 0.44% (n = 230,000); Gai1:RGS12 GoLoco peptide FP, rhodamine, 10 min; active means well fitted inhibition curve with a large enough effect, not every such curve was filed as active; inactive means no such curve, though single readings can be large or run the other way; further: on the % scale 0 is the no-effect control and ±100 the full control effect; nearly all actives have a fitted effect of over 30% in size; many of its hits are not listed in these tables
# Target sequence (P63096 whole entry, looked up): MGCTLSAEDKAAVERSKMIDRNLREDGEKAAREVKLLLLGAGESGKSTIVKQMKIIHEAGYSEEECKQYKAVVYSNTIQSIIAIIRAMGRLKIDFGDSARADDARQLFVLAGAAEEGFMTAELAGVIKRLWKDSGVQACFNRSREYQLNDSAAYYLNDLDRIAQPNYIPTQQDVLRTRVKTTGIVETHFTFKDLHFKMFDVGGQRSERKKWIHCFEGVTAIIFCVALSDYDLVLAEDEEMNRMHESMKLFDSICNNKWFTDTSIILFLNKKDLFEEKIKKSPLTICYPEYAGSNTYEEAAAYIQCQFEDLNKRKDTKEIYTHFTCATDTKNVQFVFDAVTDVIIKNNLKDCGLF
# HTT ATP protect = protects HTT-Q103 PC12 cells, measured by ATP | Potency, µM (titrated, usually from 56.4 µM), for inactives: cytoprotection (ATP increase), most hits filed as activators | AID 1471 | actives 0.14% (n = 230,000) | PC12 HTT-Q103 induced, cytoprotection, ATP luminescence, 40 h;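 further: % of control where 0% means no effect; nearly all actives have a fitted effect of over 45% in size; toxic huntingtin expression switched on by the ecdysone agonist tebufenozide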
#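 Rat PC12, Q103 Htt exon1-GFP fusion, ecdysone promoter; tebufenozide inducer 100 nM final; compound titration; qHTS, 1500 cells/well; ATPlite luminescent read.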
# GAA spleen mod = inhibitors or activators of human alpha-glucosidase in spleen homogenate | human spleen homogenate, 4-MU-alpha-glucoside fluorescence | AID 2112 | Potency, µM (highest dose often 79.9 µM), for the others: top-dose activity change, negative = inhibition, actives largely listed as inhibitors | P10253 | actives 0.006% (n = 240,000);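 further: 0% = enzyme with vehicle and -100% = no enzyme basal signal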
#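 Human spleen homogenate (1 ug) incubated with compounds and 1 mM 4-methylumbelliferyl-alpha-D-glucopyranoside in pH 5.0 citrate/phosphate buffer, 37 C, 40 min. Stopped at pH 10; 4-MU fluorescence (Ex 365/Em 440 nm); AC50 by Hill fit.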
# GAA inh = alpha-glucosidase (human) inhibition. purified human GAA, 4-MU-alpha-glucoside fluorescence. P10253. AID 1466. actives 0.005% (n = 200,000). Potency, µM (titrated, usually from 76.9 µM), inactives show at the top dose activity change, negative = inhibition, actives largely listed as inhibitors;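 further: plate controls were uninhibited enzyme wells for no effect and no-enzyme background for full effect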
#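 Human alpha-glucosidase, 4 nM, pre-mixed with test compounds before 400 uM 4-methylumbelliferyl substrate; 20 min room temperature at pH 5.0. Fluorescence read after pH 10 stop; AC50 values from Hill-equation fits.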
# Starred values were filed as active, the others as inactive; ? = inconclusive; nt = not tested or not shown; [ ] = remark or other dose. Unless noted, the call rests on the fitted dose curve; in most records, active means well fitted curve in the direction sought with a large enough effect; inconclusive means small, poorly fitted or top-dose-only effect, or another doubt; inactive means no such curve, though single readings can be large; an effect the other way counts as inactive or inconclusive. Potency means the concentration at half of the fitted maximal effect.
SMILES | HTT aggregate | IMPase Li inh | GAA glycogen | RGS12 GoLoco inh | HTT ATP protect | GAA spleen mod | GAA inh
O=c1c2ccccc2c(C=Nc2ccc(S(=O)(=O)Nc3ncccn3)cc2)c(O)n1-c1cccc(Cl)c1 | 13.6% | -1.7% | 6.6% | 6.7% | -12.7% | -2.0% | 2.4%
Cc1nnsc1NC(=O)OCc1ccc(Cl)cc1Cl | ? | 1.7%[38.3 µM] | 5.0% | -1.9% | -64.8%[inhibitor] | -6.7% | -2.2%
CCOC(=O)CNc1nc2ccccc2n2c(C)nnc12 | 13.9% | 5.6% | 9.9% | 14.3% | -4.9%[10 µM] | -4.0% | 5.9%
COC(=O)c1c(NC(=O)Cn2cnc([N+](=O)[O-])n2)sc2c1CCC(C)C2 (configuration not stated) | 10.8% | -5.6% | -0.1% | 1.2% | -26.3%[10 µM] | -0.1% | 5.0%
COC(=O)[C@@H](N)Cc1ccc(O)cc1 | 6.8% | -9.6% | 3.1% | 3.7% | nt | 1.3% | -0.4%[15.4 µM]
COc1ccc(-c2nnc3sc(C(C)N4C(=O)c5ccccc5C4=O)nn23)cc1 (configuration not stated) | -22.5% | 8.5% | -4.0% | -9.2% | -6.2%[10 µM] | -20.7% | -1.5%
CCOC(=O)Cc1csc(NC(=O)CCN2C(=O)c3ccccc3C2=O)n1 | -6.5% | -10.5%[38.3 µM] | 4.2% | 7.0% | -3.8% | -2.4% | ?
CN(CC(=O)NCCc1ccccc1)S(=O)(=O)c1ccccc1 | 14.6% | 5.6% | 7.6% | 2.4% | nt | 2.8% | -3.3%
O=C(NC1CC1)C1=C[C@@H](c2ccc3c(c2)OCO3)C[C@@H](OCCCCO)O1 | -22.8%[9.22 µM] | nt | -2.3% | 4.6% | -11.6%[10 µM] | -1.8% | nt
Cc1ccc2cccnc2c1NC(=S)NC(=O)c1ccccc1 | -2.4% | 6.0% | -2.5% | -1.4% | -7.4%[10 µM] | -10.8% | 3.5%
CC1(C)C(c2ccccn2)=[N+]([O-])C(C)(C)N1O | 8.9%[9.22 µM] | 1.0%[38.3 µM] | ? | 6.1% | -11.0% | -2.2% | -13.5%
CCc1cccc(NC(=O)Cn2cc3c(n2)CCCC3)c1 | -20.6% | 2.2% | -1.0% | -5.8% | -12.6% | -24.0% | -6.5%
Cc1nc(-c2ccc(S(=O)(=O)N3CCN(Cc4ccccc4)CC3)s2)cs1 | -9.5%[9.22 µM] | nt | 1.5% | 4.6% | 0.7%[10 µM] | -4.1% | nt
COc1cccc2sc(NNC(=O)COc3ccccc3)nc12 | 17.6% | 2.8% | ? | 12.9% | -21.3% | 10.5% | -2.3%
Cc1ccc(Cn2ccc(NC(=O)c3nn(C)cc3[N+](=O)[O-])n2)cc1 | -23.0% | -3.6% | 7.1% | -1.0% | nt | -1.6% | -5.5%
N/C(Cc1ccc(Cl)cc1Cl)=N\OC(=O)Cc1ccccc1 | 4.5% | -6.9% | 12.9% | 8.1% | 0.4%[10 µM] | 0.8% | 5.8%
Cc1cccc(-c2nc3cc([N+](=O)[O-])ccc3o2)c1 | 14.9%[9.22 µM] | 3.0% | 5.2% | 12.8% | 3.6%[10 µM] | -1.7% | -4.1%
CCN(CC)CCCNc1nnc(C)c(=O)[nH]1 | 4.7%[9.22 µM] | 3.5%[38.3 µM] | -4.5% | 9.9% | -9.2% | -0.7% | ?
O=C(OCCn1cncn1)c1cc2ccccc2oc1=O | -7.6% | nt | 3.7% | nt | 2.2% | 9.2% | -0.3%
Cc1nn(C)cc1CNCc1ccc(OCC(O)CN(C)Cc2ccccc2)cc1 (configuration not stated) | -21.1%[9.22 µM] | 7.8% | 4.2% | -4.8% | -4.8%[10 µM] | -2.7% | -3.2%
O=C1N/C(=N\S(=O)(=O)Cc2ccccc2)S/C1=C/c1cc([N+](=O)[O-])ccc1O | 6.9%[9.22 µM] | nt | -9.1% | 57.4%[activator] | 7.4%[10 µM] | -3.8% | -8.3%
FC(F)(F)c1cccnc1N1CCN(c2ncnc3nc[nH]c23)CC1 | ? | 18.9%[38.3 µM] | 2.0% | 5.9% | 14.4%[10 µM] | -6.7% | 3.2%
COc1ccccc1CNC(=O)c1cc2sccc2n1C | 1.5% | -15.7%[38.3 µM] | -3.1% | 3.7% | 4.1% | -1.2% | -1.4%
O=C(c1cccc(Br)c1)N1CCCC1 | 0.3% | 5.7%[38.3 µM] | -10.7% | 0.5% | 9.7%[10 µM] | -1.7% | 2.3%
Cc1csc(NC(=O)CCN2C(=O)c3ccccc3S2(=O)=O)n1 | 1.0% | 15.4%[38.3 µM] | -1.9% | 0.9% | -21.7%[0.074 µM] | -1.5% | -14.6%
Cc1cc(C)c(NC(=O)CSc2ccc3nnc(CCNC(=O)c4ccccc4)n3n2)c(C)c1 | ? | -6.3% | 4.6% | -5.3% | 5.5%[10 µM] | -3.4% | 3.8%
CCCCCCN1C=CC(=C2C(=O)c3ccccc3C2=O)C=C1 | 24.4%[9.22 µM] | -1.4% | ? | 27.3% | -80.5%[inhibitor][10 µM] | -2.6% | 4.0%
CCOC(=O)N1CCN(c2c(NCCCN(CC)Cc3ccccc3)c(=O)c2=O)CC1 | 15.1% | -9.5%[38.3 µM] | 26.8% | -1.9% | -5.2% | -4.8% | ?
COc1ccc(C)cc1N(CC(=O)N1CCc2ccccc2C1)S(C)(=O)=O | 8.7%[9.22 µM] | -7.7% | 2.0% | 7.2% | -15.5%[10 µM] | -4.0% | ?
CCC(Sc1nc(=O)cc(N)n1-c1ccccc1)C(=O)Nc1cc(C)on1 (configuration not stated) | -11.3%[9.22 µM] | -9.9%[38.3 µM] | 4.7% | 8.1% | -29.1% | -0.5% | 3.5%
Cc1ccnc(N=Cc2nc(-c3ccccc3Br)oc2O)c1 | -14.1% | 8.2% | 2.4% | 1.9% | -59.8%[inhibitor] | -6.7% | -4.1%
O=C(CN1C(=O)S/C(=C\C=C\c2ccccc2)C1=O)Nc1ccc(O)cc1 | ? | 4.1% | 5.5% | -3.0% | -2.4%[10 µM] | 0.8% | -27.6%
CC(=O)Nc1c2c3c(cccc3n(C)c1=O)C(=O)c1ccccc1-2 | -17.8% | 15.9%[38.3 µM] | -1.2% | -2.0% | -12.2% | -5.1% | -7.7%
Fc1cccc(Nc2nc(-c3ccncc3)nc3ccccc23)c1 | -3.7% | -7.1% | 7.2% | 4.6% | ? | -6.0% | 2.4%
CCC1CCCCN1S(=O)(=O)c1ccccc1[N+](=O)[O-] (configuration not stated) | -8.0%[9.22 µM] | 11.5% | -12.7% | -0.6% | 11.1%[10 µM] | 2.3% | -4.9%
CC(=O)Nc1cccc(NC(=O)CSc2ncc(-c3ccc(Cl)cc3)n2Cc2ccco2)c1 | 12.5% | 43.5%[activator][38.3 µM] | -4.7% | 7.5% | -10.3%[10 µM] | -4.6% | ?
O=S(=O)(Nc1ccccn1)c1ccc(Cl)cc1 | -5.2% | 5.9%[38.3 µM] | 4.3% | 6.1% | -4.1% | 1.6% | -2.7%
COC(=O)C1(C)C=CC2(CCCCC2)N1C(=O)c1ccccc1 (configuration not stated) | nt | -5.5% | nt | -6.3% | -63.4%[inhibitor] | -2.5% | nt
O=C(CSc1nnc(-c2ccc(C(F)(F)F)cn2)s1)c1ccccc1 | -30.6%[9.22 µM] | nt | -3.5% | 5.7% | -13.4%[10 µM] | 5.9% | -2.9%[15.4 µM]
O=C(CCCN1C(=O)CCC1=O)Nc1ccc(Cl)c(C(F)(F)F)c1 | -18.8% | 5.6%[38.3 µM] | -4.1% | -7.8% | -6.1%[0.074 µM] | -3.8% | 0.5%
COc1cccc(N(C(=O)c2cnccn2)C(C(=O)NC2CCCCC2)c2ccc(Cl)cc2)c1 (configuration not stated) | 12.0% | 9.2% | -6.2% | 8.8% | 9.6%[10 µM] | 0.2% | -2.3%
O=c1cc(N2CCN(c3ccccc3)CC2)[nH]c(=O)n1-c1ccccc1 | -12.1% | -4.9% | -1.0% | -15.8% | -16.5% | 3.7% | 4.0%
NS(=O)(=O)c1ccc(CCNC(=O)C2CCC(CNS(=O)(=O)c3ccc(Br)s3)CC2)cc1 (configuration not stated) | -16.4% | -11.7% | -7.1% | -2.2% | 23.6% | -23.2% | -0.2%
CN1C(=O)/C(=C\c2ccncc2)SC1=Nc1ccccc1 | 15.6% | 4.1% | -7.2% | 8.2% | nt | 2.5% | -2.0%
Cc1ccc(S(=O)(=O)Nc2cc3c(C(=O)Nc4ccccc4)c(C)oc3c3ccccc23)cc1 | 11.7% | 3.0% | -12.9% | 4.1% | -17.9%[10 µM] | -7.4% | -2.8%
Cc1ccc(CNC(=O)C2CCN(S(=O)(=O)c3ccc4c(c3)OCCCO4)CC2)cc1 | 7.9% | -1.8% | -6.6% | 1.0% | -2.6%[10 µM] | -8.3% | ?
Cc1ccc(N(CCC(=O)Nc2nnc(C3CC3)s2)S(=O)(=O)c2ccccc2)cc1 | -4.7% | 6.3% | -1.2% | 36.5%[activator] | -14.5%[10 µM] | -7.5% | -0.7%
Cc1cccc(N2CCN(S(=O)(=O)c3ccc4c(c3)CCN4C(=O)CCC(=O)O)CC2C)c1 (configuration not stated) | -8.2% | -5.6%[38.3 µM] | -1.3% | -3.2% | -2.9% | -6.4% | -4.8%
CC1(C)NC(=O)N(CCCOc2ccccc2Br)C1=O | 3.7% | -9.4%[38.3 µM] | -10.7% | 11.1% | 6.5% | -6.6% | -6.4%
Cc1ccc2nc(C(=O)O)c(C(=O)O)nc2c1 | -6.7% | 1.8%[38.3 µM] | 8.6% | 12.0% | 8.7% | 0.0% | -4.4%
CCC(=O)N1CCc2cc(S(=O)(=O)CCC(=O)Nc3ccc(F)c(F)c3)ccc21 | 6.0%[9.22 µM] | 2.4%[38.3 µM] | -11.8% | -7.0% | 8.4% | -3.3% | -0.9%
COc1cc(OC)cc(C(=O)Nc2c(F)cccc2F)c1 | 3.9% | 10.1% | 16.2% | -2.2% | -13.4%[10 µM] | 5.0% | 4.9%
Clc1ccc(Cn2ncc3c(NCCN4CCOCC4)ncnc32)cc1 | 10.3% | 18.1%[38.3 µM] | 7.8% | 8.1% | -15.1% | 3.8% | -7.4%
CC(C)(C)OC(=O)NCCCCCc1nnc(SCC(=O)Nc2cccc(Cl)c2)o1 | 0.4%[9.22 µM] | 7.5%[38.3 µM] | -2.6% | 6.0% | -3.5%[0.074 µM] | -3.8% | -15.7%
CC(C)(C)c1ccc(C(=O)NCCC(=O)N2CCN(c3ncccn3)CC2)cc1 | 16.0% | 10.3%[38.3 µM] | 0.9% | 1.6% | 4.5% | -12.5% | -5.3%

# As entered above.
# `CC(C)(C)c1ccc(C(=O)NCCC(=O)N2CCN(c3ncccn3)CC2)cc1` in RGS12 GoLoco inh is listed with 1.6%
# `COc1cc(OC)cc(C(=O)Nc2c(F)cccc2F)c1` in GAA glycogen is listed with 16.2%

# Some of the compounds tested; the hit share may differ from the screen's.
